Compound activity (PubChem BioAssay)
p-CIP stab down = p/CIP-EGFP fusion destabilizers, primary screen, fluorescence, F442A cells. Q05BA5. 16 h. decrease of EGFP signal, % at 10 µM. 290,000 tested, 0.01% active. AID 1984, 2009;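 active = EGFP signal decrease of at least 30% at 10 µM or well 3 SD below plate mean, unless failing retest; inactive = the rest, including hits failing retest or dose response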; also: some compounds called inactive have numbers as strong as hits; many of its hits are not listed in these tables
CRFBP-R2 agonist = agonists of CRF-BP/CRF-R2 complex, primary screen, cell-based, HEK293, calcium dye fluorescence, uHTS | 350,000 tested, 0.46% active | AID 588473, 2011 | activation, % at 13.2 µM | calcium dye fluorescence (FLIPR); percent of saturating CRF peptide response;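 active = activation of at least 50%, plus an integration ratio under a set limit after plate pattern correction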;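 also: plate controls were neutral control wells without compound for no effect and CRF at EC100 for full effect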
CRFBP-R2 block = antagonists of CRF-BP/CRF-R2 complex, primary screen, cell-based, HEK293, calcium dye fluorescence, uHTS; CRF-induced calcium fluorescence; inhibition, % at 11.8 µM; 350,000 tested, 0.59% active;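 active = inhibition of the ligand-induced calcium signal above about 50% at the single tested concentration, limit read from the data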
MEKK3 PB1 HTS = modulators of MEKK3-MEK5 PB1 binding, primary screen, biochemical, wildtype MEKK3, multiplex bead flow cytometry, Alexa488-MEK5 | bead-based flow cytometry, Alexa488-MEK5 binding to MEKK3; actives lie on both sides; 0 = blocked by unlabeled MEK5, 100 = vehicle | binding response (% of control), % at 10 µM | 290,000 tested, 1.4% active | AID 1529, 2009;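 active = binding response more than 3 SD above or below the average of its plate-row segment, actives on both sides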;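 also: Alexa488 bead fluorescence after subtracting the streptavidin-only scavenger bead signal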
GalR3 antagonist = GalR3 antagonists in HEK293 cells, primary screen, cell-based, fluorescence readout. HEK293 GalR3-CNG cAMP membrane potential fluorescence; galR3 body fused to GalR1 C-terminus. AID 651719, 2012. inhibition, % at 3 µM. 360,000 tested, 0.44% active;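 active = inhibition above the screen-wide average plus 3 SD, cut at about 13% in these data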;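 also: forskolin and galanin both at EC90 stimulate the cells; cAMP rise reported by CNG channel membrane potential dye signal; 0% = forskolin plus galanin with DMSO and 100% = forskolin alone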
Target sequence (O60755 1-299 limits assumed): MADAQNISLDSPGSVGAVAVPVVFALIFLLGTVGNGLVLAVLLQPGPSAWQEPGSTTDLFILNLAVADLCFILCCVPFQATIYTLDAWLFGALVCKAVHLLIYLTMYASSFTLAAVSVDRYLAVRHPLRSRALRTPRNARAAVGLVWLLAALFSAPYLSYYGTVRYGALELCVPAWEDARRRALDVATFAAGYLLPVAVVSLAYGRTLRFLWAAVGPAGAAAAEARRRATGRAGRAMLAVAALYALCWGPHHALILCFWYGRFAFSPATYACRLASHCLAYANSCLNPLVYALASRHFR
PHOSPHO1 block = PubChem AID 1565; Phosphoethanolamine/phosphocholine phosphatase (Homo sapiens), Q8TCT1; recombinant PHOSPHO1, absorbance phosphatase assay; inhibition, % at 13.3 µM; 290,000 tested, 1.1% active; in the data active = inhibition above about 60%
Target sequence (Q8TCT1 whole entry, looked up): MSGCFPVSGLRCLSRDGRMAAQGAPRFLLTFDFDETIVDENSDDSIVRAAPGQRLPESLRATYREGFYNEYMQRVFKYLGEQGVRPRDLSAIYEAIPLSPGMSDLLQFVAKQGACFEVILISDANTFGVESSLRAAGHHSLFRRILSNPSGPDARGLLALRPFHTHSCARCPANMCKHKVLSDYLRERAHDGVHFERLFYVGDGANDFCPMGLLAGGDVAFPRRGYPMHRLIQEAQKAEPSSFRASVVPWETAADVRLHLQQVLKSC
IDE cell activ = human IDE activators in live cells, primary screen, fluorescence polarization, HEK cells, FAbeta-B substrate; Insulin-degrading enzyme (Homo sapiens), P14735; FAbeta-B cleavage; 0% vehicle, 100% cell-free pure enzyme wells; activation, % at 5.96 µM; 340,000 tested, 0.073% active; AID 493087, 2011;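 active = activation above the mean of all tested compounds plus 3 SD, set per screening campaign, cut at about 17% in these data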
IDE inh = human IDE inhibitors in live cells, primary screen, fluorescence polarization, HEK cells, FAbetaB substrate; FAbetaB cleavage; inhibition, % at 5.59 µM; 320,000 tested, 0.41% active; AID 434962, 2010;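 active = percent inhibition above the average of all tested compounds plus 3 SD, set per screening campaign, cut at about 16% in these data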;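 also: IDE supplied by intact live HEK cells; FP after avidin binding of uncleaved biotin substrate so inhibition keeps polarization high; 0% = DMSO wells and 100% = 60 µM reference IDE inhibitor Ii1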
M4 PAM = human M4 muscarinic receptor positive allosteric modulators, primary screen, CHO-K1 cells, Fluo-8 calcium fluorescence | Muscarinic acetylcholine receptor M4 (Homo sapiens), P08173 | 360,000 tested, 0.4% active | activation, % at 3 µM | AID 624126, 2012 | CHO-K1 hM4/Gqi5, ACh EC20; 0% = ACh EC20, 100% = maximal ACh;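 active = activation above its plate's cutoff, the mean activation of sample wells plus 3 SD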; also: some results filed as inactive read as strong as hits
Target sequence (P08173 whole entry, looked up): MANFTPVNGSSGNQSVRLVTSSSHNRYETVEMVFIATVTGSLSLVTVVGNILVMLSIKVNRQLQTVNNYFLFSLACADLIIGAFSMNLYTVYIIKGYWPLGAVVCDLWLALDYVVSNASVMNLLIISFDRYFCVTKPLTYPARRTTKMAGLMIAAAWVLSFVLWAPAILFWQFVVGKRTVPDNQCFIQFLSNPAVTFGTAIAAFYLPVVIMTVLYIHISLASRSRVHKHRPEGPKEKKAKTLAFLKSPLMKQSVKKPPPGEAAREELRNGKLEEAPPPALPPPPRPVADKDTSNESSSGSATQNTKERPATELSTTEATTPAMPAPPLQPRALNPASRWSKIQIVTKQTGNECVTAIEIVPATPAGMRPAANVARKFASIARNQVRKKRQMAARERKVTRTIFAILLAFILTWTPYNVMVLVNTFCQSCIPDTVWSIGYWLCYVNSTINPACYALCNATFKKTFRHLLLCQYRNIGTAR
* = called active by the depositor; . = no result given.

p-CIP stab down	CRFBP-R2 agonist	CRFBP-R2 block	MEKK3 PB1 HTS	GalR3 antagonist	PHOSPHO1 block	IDE cell activ	IDE inh	mol	M4 PAM
4	0.2	8	98	-7	26	-2	10	CCCC(=O)Nc1cc2c3c(c1)CC(=O)N3CCC2	-5
.	0.5	-17	.	-4	.	.	.	CC(C)(C)Cc1c(-c2ccccc2)nc2ccc(Cl)cn12	-6
.	-0.4	14	.	-3	.	3	2	O=C(Cn1cnc2ccccc2c1=O)N1CCN(S(=O)(=O)c2ccc(F)cc2)CC1	-3
.	5.2	70*	.	-6	.	.	.	Cc1ccccc1N(CC(=O)N1CCN(Cc2ccccc2)CC1)S(C)(=O)=O	3
.	0.2	6	.	-3	.	2	3	Cc1cc(NC(=O)COC(=O)C2=NN(c3ccccc3)C(=O)CC2)c([N+](=O)[O-])cc1C	16
-10	1.8	-47	100	-2	40	1	3	Fc1ccc(CNc2nc(-c3cccnc3)nc3ccccc23)cc1	-11
.	-1.1	11	.	7	.	6	-1	Cc1ccc(S(=O)(=O)N2CCOCC2)cc1-c1n[nH]c(=S)n1-c1ccccc1	-1
4	0.0	2	100	-9	22	2	-4	O=C(Nc1ccc(F)cc1F)c1cc(-c2ccco2)nc2ccccc12	-8
0	-0.8	0	100	-6	36	.	8	COC(=O)c1cc(C)nc(Sc2ccccc2N)n1	.
0	-1.3	15	114	-4	-6	4	7	CCc1nnc(NS(=O)(=O)c2ccc(NC(=S)NC(=O)c3ccc(F)cc3)cc2)s1	4
-2	-1.9	6	105	1	-15	-5	0	COc1ccccc1C(=O)NCCN1CCN(C(=O)c2ccccc2OC)CC1	12
.	-4.2	12	.	-5	.	1	1	Cc1ccc(S(=O)(=O)N2[C@@H](c3ccc(Br)cc3)C(C(=O)O)=CC[C@H]2c2ccc3c(c2)OCO3)cc1	3
1	-0.6	23	104	4	-29	1	-2	CCOc1cccc(/C=C/C(=O)O)c1	-1
-9	1.7	2	104	0	-16	6	2	CCc1ccc(OCC(=O)NCCN(C)C)c(Br)c1	16
-8	-1.2	2	99	-3	8	0	3	CCN(C(=O)CSc1ncccc1C(=O)O)C1CCCCC1	-3
-5	0.5	6	100	-1	-10	5	-1	COCCn1c(C)cc(C(=O)COC(=O)c2ccc[nH]c2=O)c1C	3
3	-1.0	-21	109	-6	14	-7	-3	Cc1ccc(C2=NN(C)c3nc4ccccc4n3C2)cc1	6
.	0.6	-15	.	-6	.	-2	0	COc1ccc([C@@H]2[C@@H]3C(=O)N(C(C)(C)C)C(=O)[C@@H]3[C@]3(CC(C)C)C(=O)N(c4cccc(F)c4)C(=O)N23)cc1	5
5	-0.6	-3	103	0	22	5	-1	O=C1Nc2cc(C(=O)NCCCN3CCCC3)ccc2S/C1=C/c1ccccc1F	5
-17	-0.2	-3	105	-11	14	-4	2	COc1ccc(/C=N/OCC(=O)Nc2nc3ccccc3s2)cc1OC	-6
-5	0.2	-10	108	-3	34	-3	-5	Cc1ccc(NC(=O)C2C3CCCCC32)cc1[N+](=O)[O-] (configuration not stated)	3
-1	3.1	3	96	-3	7	-3	6	O=C(CCN1C(=O)c2ccccc2C1=O)Nn1cnnc1	17
-9	-0.3	51*	100	2	-26	1	4	Cc1ccc(-n2c(Cl)c(Cl)[nH]c(=O)c2=O)cc1	0
-3	-0.6	-27	87	-6	6	3	.	N#CC1=C(N)Oc2ccc3ccccc3c2C1c1cccnc1 (configuration not stated)	-2
-2	2.1	-4	101	-7	6	4	-2	CCc1ccc(CCC(=O)Nc2ccc(C(=O)O)cc2)o1	3
-25	-2.3	-31	115	.	-9	-3	7	O=C(c1ccc(CS(=O)(=O)c2ccccc2)o1)N1CCN(c2ncccn2)CC1	1
-6	1.5	-25	103	-5	16	2	3	COc1ccc(C)cc1S(=O)(=O)N1CCC(C(=O)NCCC2=CCCCC2)CC1	-3
-5	1.4	-6	105	-4	6	2	-7	COCCn1c(C)cc(C(=O)COC(=O)c2cncc(Br)c2)c1C	-7
-10	1.8	-23	97	-3	16	5	0	COc1ccc(OC)c(C(C(=O)NCc2ccco2)N(C(=O)Cn2nnc3ccccc32)C2CC2)c1 (configuration not stated)	12
-6	-2.1	-25	102	0	23	3	2	COc1ccc(S(=O)(=O)N(C)c2ccc(C(=O)NC3CCCC3)cc2)cc1	-5

Copied from the listing, four compounds:
p-CIP stab down	CRFBP-R2 agonist	CRFBP-R2 block	MEKK3 PB1 HTS	GalR3 antagonist	PHOSPHO1 block	IDE cell activ	IDE inh	mol	M4 PAM
-2	2.1	-4	101	-7	6	4	-2	CCc1ccc(CCC(=O)Nc2ccc(C(=O)O)cc2)o1	3
-25	-2.3	-31	115	.	-9	-3	7	O=C(c1ccc(CS(=O)(=O)c2ccccc2)o1)N1CCN(c2ncccn2)CC1	1
-6	1.5	-25	103	-5	16	2	3	COc1ccc(C)cc1S(=O)(=O)N1CCC(C(=O)NCCC2=CCCCC2)CC1	-3
-5	1.4	-6	105	-4	6	2	-7	COCCn1c(C)cc(C(=O)COC(=O)c2cncc(Br)c2)c1C	-7

Continuation:
p-CIP stab down	CRFBP-R2 agonist	CRFBP-R2 block	MEKK3 PB1 HTS	GalR3 antagonist	PHOSPHO1 block	IDE cell activ	IDE inh	mol	M4 PAM
-1	-1.4	-4	100	-3	20	4	-3	Cc1ccc(S(=O)(=O)NC(=NC2CCCCC2)c2ccc(F)cc2)cc1	5
-17	0.1	24	99	21*	22	-1	8	Cc1nc(N2N=C(c3ccc(Cl)cc3)CC2c2ccco2)sc1C(=O)N(C)C (configuration not stated)	-22
6	-0.5	-6	88	-1	33	8	3	Cc1cc(OC(C)C(=O)NCc2ccccn2)c2c(C)c(C)c(=O)oc2c1 (configuration not stated)	6
-9	-3.0	-26	92	3	-23	5	6	CCOC(=O)N1CCN(C(=O)c2noc(C(C)C)c2[N+](=O)[O-])CC1	-4
.	1.1	-21	.	-1	.	0	2	CCCC1(c2ccccc2)NC(=O)N(CC(=O)Nc2ccc(N3CCOCC3)cc2)C1=O (configuration not stated)	4
-6	-3.1	-4	101	-1	11	7	-1	Cc1cccc(N2C(=O)CC(Sc3nc(C)c4c(n3)CCCC4)C2=O)c1 (configuration not stated)	8
-2	-0.5	10	106	-7	19	2	1	Clc1ccccc1N1CCN(Cc2ccco2)CC1	1
13	0.3	13	105	-8	-15	-1	8	Cc1ccc(OC(=O)c2ccc(C)c(C)c2)cn1	6
0	6.4	-7	102	-2	25	-12	1	O=c1[nH]c(CN2CCN(c3ccccn3)CC2)nc2c(Br)cc(Br)cc12	8
-5	-2.7	-2	91	-3	0	8	5	CCCCNC1=C(Br)C(=O)CC(C)(C)C1	0
-3	1.5	-27	108	-2	30	5	0	CCCCc1ccc(NC(=S)NCc2cccc(OC)c2)cc1	-11
0	0.8	-11	101	2	46	3	2	Cc1cc2cccc(C)c2nc1SCC(=O)NC1CCCCC1	-1
-1	0.3	20	103	-5	13	3	7	COCCNC(=O)CSc1nc2cc3c(cc2c(=O)n1Cc1ccco1)OCO3	-9
9	0.4	-7	94	-3	-15	2	-5	CCC(C)Oc1cccc(C(=O)Nc2ccccc2N2CCOCC2)c1 (configuration not stated)	1
-4	-0.4	5	102	-3	-10	3	-5	O=C(COc1ccc(Cl)cc1)N1CCN(c2ncccn2)CC1	5
3	-1.6	-1	105	3	5	2	0	CCOC(=O)N=Nc1c(O)n(Cc2ccccc2)c2ccccc12	3
3	0.5	4	100	-1	43	18*	-3	COC(=O)C(C(=O)OC)c1ncccc1[N+](=O)[O-]	-1
-4	-3.0	8	102	-2	1	7	2	Cc1c(NC(=O)Nc2ccccc2Cl)c(=O)n(-c2ccccc2)n1C	5
4	-0.1	3	106	1	-36	1	-2	CC(=O)OCC1OC(OCc2cn(C[C@H]3CC[C@H](Cn4cc(COC5OC(COC(C)=O)C(OC(C)=O)C(OC(C)=O)C5OC(C)=O)nn4)O3)nn2)C(OC(C)=O)C(OC(C)=O)C1OC(C)=O (some centres not stated)	-1
7	-0.8	5	96	2	7	1	7	CCC1=[N+](C)c2cccc3cccc(c23)N1C	0
-3	-0.8	-13	100	4	-16	3	6	C/C(=N\NC(=O)c1ccc(CSc2cccc3cccnc23)cc1)C1CCCCC1	-6
-6	3.5	13	103	1	39	.	3	O=C(N(c1ccccc1)c1ccccc1)N(c1ccccc1)c1ccccc1	-7
.	1.4	-8	.	-7	.	4	.	CC(OC(=O)Nc1cccc(Cl)c1)C(=O)OC1CCCCC1 (configuration not stated)	-5
-18	-4.1	-2	104	4	-4	-7	-4	CCOC(=O)c1ccc(NC(=O)C2CC2)cc1	14
-21	6.3	0	103	-7	16	-1	-3	Cc1ccc(C(=O)NC(=S)NCC2CCCO2)cc1Br (configuration not stated)	-4
-5	-0.5	9	103	-11	8	-5	-1	COc1cc(C(=O)Oc2ccc(C(=S)N3CCOCC3)cc2)cc(OC)c1OC	6
.	0.4	5	.	.	.	0	8	CCc1cccc2sc(N3CCN(C(=O)c4ccc([N+](=O)[O-])o4)CC3)nc12	-8
-2	-2.3	42	102	-4	17	-3	4	O=C1C(=O)N(Cc2ccccc2)C(=O)N1CCN1C(=O)c2ccccc2C1=O	5
-2	19	39	111	-10	-2	3	4	O=C1NC(=S)S/C1=C\c1ccc(SCc2ccccc2)o1	1
13	-1.0	10	91	-9	13	3	4	Cc1ccc(-c2nc3ncccc3o2)cc1N	-4
-10	.	.	99	-5	48	.	2	O=C(NCC(=O)N(c1cccnc1)C(C(=O)NC1CCCC1)c1ccc(F)cc1)c1ccco1 (configuration not stated)	.
-4	-2.4	-2	100	-12	-4	-2	-1	CCOc1ccc(Br)cc1S(=O)(=O)Nc1ccc(Cl)c(S(=O)(=O)N(C)C)c1	-5
-3	-1.6	10	98	5	-10	2	4	O=C(NCC(O)c1ccc([N+](=O)[O-])cc1)C1CCCCC1 (configuration not stated)	-1
7	-0.3	25	105	.	6	1	3	CCCCCCNS(=O)(=O)c1nc2nc(C)cc(C)n2n1	4
6	-2.1	7	104	0	-20	3	1	CCC(Sc1nc2ccccc2o1)C(=O)O (configuration not stated)	5
3	-1.4	1	102	-3	4	2	-3	NS(=O)(=O)c1ccc(NC(=O)CCC2CCCCC2)cc1	-3
.	0.8	1	.	-6	.	2	3	C=CC[C@H](CC(=O)NCCO)C(=O)N[C@H](COC(=O)[C@@H](CC=C)Cc1ccc(F)cc1)C(C)(C)C	3
2	1.9	3	108	-1	18	0	4	COc1ccc(C(=O)N(C)Cc2ccon2)cc1OC1CCN(C(C)C)CC1	-3
-11	-3.5	31	106	-6	-30	6	-2	COc1ccc(NC(C)=O)cc1NC(=O)CSc1nnc(-c2ccccn2)n1C	0
.	-1.0	8	.	-7	.	4	-2	CCN(C(=O)CSc1nc(C)nc2sc(C)c(C)c12)C1CCS(=O)(=O)C1 (configuration not stated)	6
-19	1.0	-9	104	-6	20	-1	7	Cc1oc(-c2cccc(Cl)c2)nc1CS(=O)(=O)CC(=O)NC1CC1	10
11	0.3	23	103	-9	21	0	-7	OCCNCCOCCOc1ccccc1-c1ccccc1	-1
